# Screening results as filed in PubChem.
# APOBEC3A inh: APOBEC3A ssDNA deaminase inhibitors, primary screen, selectivity assay for APOBEC3G inhibitor project, biochemical, FAM/TAMRA oligo cleavage fluorescence; DNA dC->dU-editing enzyme APOBEC-3A (Homo sapiens), P31941; recombinant A3A, FAM/TAMRA ssDNA deamination fluorescence; inhibition, % at 20 µM; actives 0.41% (n = 330,000); AID 493011, 2011;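 active = at least 40% inhibition at 20 µM here, with at most 30% in a related deaminase screen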;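 note: plate controls were A3A with DMSO for no effect and wells lacking A3A enzyme for full effect; some results filed as inactive read as strong as hits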
# APOBEC3G inh: APOBEC3G DNA deaminase inhibitors, primary screen, biochemical, fluorescence, single-stranded DNA substrate, uHTS; DNA dC->dU-editing enzyme APOBEC-3G (Homo sapiens), Q9HC16; recombinant A3G, ssDNA deamination FAM/TAMRA fluorescence; inhibition, % at 20 µM; actives 0.28% (n = 330,000);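 active = inhibition of at least 40% at 20 µM, with no more than 30% in the related APOBEC3A deaminase screen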;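 note: plate controls were DMSO wells with A3G for no effect and wells lacking A3G enzyme for full effect; some compounds called inactive have numbers as strong as hits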
# Target sequence (Q9HC16 whole entry, looked up): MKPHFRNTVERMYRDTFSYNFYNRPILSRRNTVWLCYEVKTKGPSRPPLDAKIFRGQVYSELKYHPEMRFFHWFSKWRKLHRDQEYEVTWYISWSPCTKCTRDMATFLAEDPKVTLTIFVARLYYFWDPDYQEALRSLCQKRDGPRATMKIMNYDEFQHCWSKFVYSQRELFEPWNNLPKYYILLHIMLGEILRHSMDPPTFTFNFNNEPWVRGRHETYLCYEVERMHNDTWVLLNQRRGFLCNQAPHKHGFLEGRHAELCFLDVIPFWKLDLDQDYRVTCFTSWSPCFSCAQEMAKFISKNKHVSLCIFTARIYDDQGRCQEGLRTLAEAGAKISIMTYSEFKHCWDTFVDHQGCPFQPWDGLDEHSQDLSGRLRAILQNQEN
# MPTP inh: mitochondrial permeability transition pore inhibitors, primary screen, biochemical, isolated mouse mitochondria, absorbance; Ca2+ swelling absorbance, 30 min; actives 1.4% (n = 360,000); inhibition, % at 10 µM;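 active = inhibition of 50% or more, scaled per plate between neutral and stimulator controls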;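 note: 0% = DMSO wells given calcium and 100% = 1 mM EGTA wells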
# GRIN3A LBD mod: binders of NR3A ligand-binding domain, primary screen, biophysical, differential scanning fluorimetry, uHTS; actives 2.5% (n = 340,000); NR3A LBD differential scanning fluorimetry, Tm shift; 0% = protein alone, 100% = glycine-bound protein; Tm shift relative to glycine control, % at 25 µM;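 active = melting temperature shift of at least 10% of the positive control shift, at one fixed dose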
# CCR6 antag: CCR6 receptor antagonists, primary screen, cell-based, CHO-K1, luminescence, beta-arrestin, uHTS; C-C chemokine receptor type 6 (Homo sapiens), P51684; CHO-K1 CCR6 PathHunter beta-arrestin, CCL20-stimulated; inhibition, % at 20 µM; actives 0.49% (n = 340,000);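 active = compounds whose inhibition of the agonist-driven luminescence signal at 20 µM reaches about 50%, limit read from the data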;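 note: cells stimulated with CCL20 at 14 nM final; plate controls were DMSO with CCL20 for no effect and DMSO without agonist for full effect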
# CXCR6 inh: CXCR6 receptor inhibitors, primary screen, cell-based, beta-arrestin, luminescence, CHO-K1 PathHunter, 1536-well; C-X-C chemokine receptor type 6 (Homo sapiens), O00574; inhibition, % at 20 µM; actives 0.36% (n = 360,000); in the data active = inhibition above about 34%, passing the limit was not always enough;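 note: antagonist mode with CXCL16 agonist at 10 nM final; 0% = 10 nM CXCL16 with DMSO and 100% = unstimulated wells without agonist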
# Target sequence (O00574 whole entry, looked up): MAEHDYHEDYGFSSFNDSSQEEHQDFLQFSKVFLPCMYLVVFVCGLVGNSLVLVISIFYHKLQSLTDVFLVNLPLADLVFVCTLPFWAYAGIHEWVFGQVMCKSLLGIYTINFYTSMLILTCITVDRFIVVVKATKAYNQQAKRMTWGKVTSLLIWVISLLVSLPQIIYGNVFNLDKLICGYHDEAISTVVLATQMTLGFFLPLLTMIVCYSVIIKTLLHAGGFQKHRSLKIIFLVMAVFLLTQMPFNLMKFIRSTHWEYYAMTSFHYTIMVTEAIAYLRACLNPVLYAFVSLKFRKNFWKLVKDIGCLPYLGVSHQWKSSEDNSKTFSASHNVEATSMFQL
# Gli-Sufu antag: Gli-Sufu pathway antagonists, primary screen, luciferase luminescence, Sufu-KO-LIGHT cells, uHTS; Sufu-KO-LIGHT fibroblasts, Gli luciferase reporter luminescence; inhibition, % at 5 µM; actives 0.74% (n = 340,000); AID 588413, 2011;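 active = inhibition above about 55%, limit read from the data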;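 note: 0% = DMSO-treated cells and 100% = wells with medium but no cells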
# EBI2 block: EBI2 receptor antagonists, beta-arrestin recruitment, primary screen, cell-based, luminescence, 7a,25-OHC stimulation, uHTS; G-protein coupled receptor 183 (Homo sapiens), P32249; 7a,25-OHC stimulated; inhibition, % at 5 µM; actives 0.81% (n = 360,000); in the data active = inhibition above about 38%;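 note: enzyme fragment complementation signal reports receptor beta-arrestin coupling in cells; 0% = agonist plus DMSO wells and 100% = wells without agonist; some results beyond the cut were filed as inactive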
# Target sequence (P32249 whole entry, looked up, the tested form may be a part): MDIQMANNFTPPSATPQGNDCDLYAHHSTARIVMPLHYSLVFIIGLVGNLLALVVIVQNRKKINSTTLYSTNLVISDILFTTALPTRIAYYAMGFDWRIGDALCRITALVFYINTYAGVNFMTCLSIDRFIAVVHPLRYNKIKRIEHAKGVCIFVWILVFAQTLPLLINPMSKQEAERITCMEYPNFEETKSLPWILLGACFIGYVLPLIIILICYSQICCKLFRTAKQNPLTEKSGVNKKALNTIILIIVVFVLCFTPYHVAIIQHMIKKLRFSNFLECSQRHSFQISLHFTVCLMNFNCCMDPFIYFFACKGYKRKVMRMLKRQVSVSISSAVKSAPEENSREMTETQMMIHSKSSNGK
# * hit, by the source's call; nt = not tested or not shown.
# Each structure is followed by: APOBEC3A inh, APOBEC3G inh, MPTP inh, GRIN3A LBD mod, CCR6 antag, CXCR6 inh, Gli-Sufu antag, EBI2 block
> CCNc1nc(SC(C)C(=O)Nc2ccccc2)nc(N(C)C)n1 (centres undefined)
    -4, 2, -1.4, 0, -1, 6, 9, -3
> Cc1ccc(C)c(OCc2nnc(N)s2)c1
    0, -3, -2.3, -2, 13, 4, -2, 0
> C/C(CCc1oc2c(Br)cc(Br)cc2c1-c1ccc(C)o1)=N\O
    3, 4, 0.3, nt, 35, 1, nt, 21
> N#Cc1c(N)n(-c2ccccc2)c(=O)c2cc([N+](=O)[O-])ccc12
    3, 0, 0.1, 25*, -5, 5, -4, 2
> CCc1cccc(Nc2c3c(nc4ncnn24)CCC3)c1
    -2, -4, -2.3, 0, -3, 5, 9, -10
> COC(=O)CC1C(=O)NCCN1C(=O)Nc1ccc(Cl)cc1 (centres undefined)
    -13, -4, -0.9, 7, 11, -4, -6, 0
> COc1cccc(/C=C/c2n[nH]c(=O)c(C#N)c2C)c1
    -1, -5, 0.7, -1, 18, -7, -3, -11
> O=[N+]([O-])c1ccc(N2CCOCC2)nc1
    -3, -9, -1.4, 0, 5, -7, 1, -7
> COc1ccc(C(=O)COC(=O)c2c(-c3ccccc3)noc2C)c(OC)c1
    -3, 1, 1.6, 3, 21, -2, 2, 15
> COC(=O)c1ccc(OC)c(CSc2nnc(COc3ccc(Cl)cc3)o2)c1
    1, -2, 5.7, 2, 14, 8, 5, 29
> O=c1cnn(Cc2ccc(Cl)c(Cl)c2)c2ccccc12
    11, -1, 1.1, -2, 28, -1, 3, -3
> Cc1ccc(-n2nc(C)c3onc(C)c3c2=O)cc1
    1, 3, 0.4, -1, 4, 7, 4, -10
> CCCCC(=O)OCC(=O)Nc1ccc(SC(F)F)cc1
    -1, -8, -0.5, -4, 3, -2, -3, -10
> CCOc1ccc(-c2nc(C)sc2CC(=O)O)cc1
    -5, -2, -1.8, -3, 0, 3, -2, 2
> COc1ccccc1C1CC(c2ccc(C)cc2)Nc2ncnn21 (centres undefined)
    5, 4, 1.4, -1, 13, -1, 4, 13
> COc1ccccc1C(=O)Nc1nnc(-c2ccccc2)s1
    -1, -4, 0.8, -2, 6, 9, -51, 14
> COc1cccc(Nc2c(F)c(OC)c(F)c(F)c2C(=O)O)c1
    -4, -2, -1.2, 2, -18, 7, 4, -7
> COC(=O)N/N=C/c1cn(CCOc2ccccc2OC)c2ccccc12
    -3, -5, 1.2, 1, 11, -7, 6, -10
> CCCCn1c(N)c(N(CC)C(=O)c2cccc(C)c2)c(=O)[nH]c1=O
    2, -9, -0.5, 1, 12, 4, -3, 1
> COc1ccccc1NC(=O)C(C)N(C)Cc1ccc(Cl)s1 (centres undefined)
    -1, -2, -1.0, 2, 9, 8, 4, 12
> CC(C)C1NCCc2c1sc1ccccc21 (centres undefined)
    0, -4, 0.3, 0, -3, 6, -1, -12
> CCc1noc(C)c1C(=O)N(CC)CC(=O)NCc1ccc(Cl)cc1
    2, -4, -2.4, 0, 11, 5, -18, -2
> CCOC(=O)c1cnc(N)nc1-c1ccccc1
    nt, nt, -1.2, 0, -2, -1, 5, 2
> O=C(N1CCN=C1SCc1cccnc1)C12CC3CC(CC(C3)C1)C2
    -1, -2, 2.8, 5, 4, 0, 10, 0
> O=C(Cn1ncc2c([nH]c3ccccc32)c1=O)NCCc1ccccc1
    -5, -10, -0.1, 3, 6, 1, -15, 0
> CC(=O)Nc1ccc(SCCC2CCCCN2C)cc1 (centres undefined)
    -4, -9, -0.7, -2, 8, 10, 22, -8
> COc1cccc(-c2ccc(C#N)c(OC(=O)c3ccc(Cl)cc3)n2)c1
    -10, -3, -0.3, -1, -14, 3, 21, -10
> CC[C@]12C(=O)N(C)C[C@H]([C@@H]3C(=O)N(C)C(=O)[C@@H]31)N2C(=O)c1ccc(F)cc1
    nt, nt, 0.3, 1, 5, -1, -3, -3
> Cn1cc(C(=O)c2ccc(Cl)cc2Cl)cc1C(=O)N/N=C(\N)COc1ccccc1
    -4, -5, 3.0, -2, -16, -1, 2, 2
> CCOc1ccccc1C(=O)N1CCN=C1SCc1cccnc1
    -6, -7, -2.4, -3, -1, 10, -17, -7
> Cc1ccc2c(c1)N(C(=O)CCC(=O)NCCCN1CCN(C)CC1)CC(C)O2 (centres undefined)
    -2, -3, -2.4, 0, 0, -2, 1, 1
> CC1CCN(CCCNC(=O)c2cc3c(s2)-c2ccccc2OC3)CC1
    -2, -3, -0.8, 0, 26, -6, 7, -14
> O=C(CSCC(=O)OCC(=O)c1ccc(Br)cc1)Nc1cccc2ccccc12
    -1, 2, 0.2, -6, -3, 2, 10, 5
> CC(C)CC(=O)Nc1ccc2c3c(cccc13)CC2
    -2, -9, 0.5, 0, 2, 2, -11, -10
> CCNC(=O)c1c(NC(C)=O)sc2c1CCCC2
    -2, -1, -3.5, 2, 5, -2, 4, -16
> CC(=O)NC12CC3CC(C1)CC(C(=O)OCC(=O)NC(=O)c1cccn1C)(C3)C2
    -3, -4, -0.8, 2, -3, -8, 3, -4
> CCOc1ccc(CCNC(=O)CCNS(=O)(=O)c2ccc3c(c2)CCN3C(C)=O)cc1OCC
    -3, 9, -0.7, 1, 13, -5, 10, -7
> CCn1cc(C(=O)NCCCOC(C)C)c(=O)c2cc(S(=O)(=O)N3CCOCC3)ccc21
    -5, -5, 0.3, 1, 9, 12, 5, -4
> COc1c(C)cc(Br)cc1C(=O)Nc1ccc(Cc2ccncc2)cc1
    -1, -10, 2.7, -8, 0, 1, 15, 12
> COc1ccc(-c2cc(C(=O)N(C)Cc3ccccc3)no2)cc1OC
    7, 5, -1.0, -2, 3, 5, -18, 1
> O=C(NCc1ccc2c(c1)OCO2)Nc1ccc(F)cc1
    -1, -6, 1.9, 2, 10, -2, nt, 3
> Cc1ccc(C)c(Cn2c(=O)n(CCC(=O)NCc3ccco3)c(=O)c3ccccc32)c1
    -4, 1, 0.0, 0, 5, 12, 3, 11
> CCSc1nc(O)c(C2OC(=O)c3c2ccc(OC)c3OC)c(=O)n1CC (centres undefined)
    1, 2, 1.0, -18, -4, -2, -6, -16
> CC(NC(=O)CN1CCN(Cc2cccc(F)c2)CC1)c1ccccc1 (centres undefined)
    -5, -4, -0.8, -2, 9, 5, -18, -9
> Cc1cc2ccccc2n1CCNC(=O)c1cccs1
    6, 10, 0.3, -23, 7, -2, -25, -5
> CC(c1ccccc1)n1c(Cn2ncc3ccccc3c2=O)n[nH]c1=S (centres undefined)
    -5, 30, 1.1, -2, 1, -1, 5, 6
> COCCNC(=O)c1ccc2c(=O)n(Cc3ccco3)c(SCC(=O)NC3CCCCC3)nc2c1
    -4, -5, 0.6, 1, -8, -9, 7, 6
> COc1ccc(CC(NC(C)=O)C(=O)NC2CCN(c3nc(C)cc(C)c3C#N)CC2)cc1OC (centres undefined)
    0, -1, -0.8, -1, 4, 4, 1, 2
> Cc1cnc(C)c(N2CCC(C(=O)NCc3ccco3)CC2)n1
    1, 2, -2.0, -2, 5, -8, 2, 3
> Cc1ccccc1NC(=O)c1ccc2c(c1)C(=O)N(CCC(C)C)C2=O
    -1, -7, -0.7, -4, 3, 5, 1, 0
> CS(=O)(=O)N(CC(=O)NCc1ccncc1)C1CCCCC1
    -2, -6, -0.4, 1, 17, 7, -4, -14
> O=C(Nc1ccc(Cl)cn1)C1CCN(c2ncnc3c2nc2n3CCCCC2)CC1
    -2, -7, 1.2, 0, 13, -5, -6, 12
> COc1ccc(N(CC(=O)NC2CCCCC2)C(=O)CCCC(=O)Nc2ccccn2)cc1
    -3, -8, -0.7, -2, 0, 2, 12, 7
> CCOC(=O)C1CCN(C(c2cc3c(C)ccc(C)c3[nH]c2=O)c2nnnn2C2CCCCC2)CC1 (centres undefined)
    0, -4, -0.1, -2, -7, 2, -14, 0
> COCCCNc1oc(/C=C/c2ccccc2)nc1C#N
    -8, -5, -0.8, 3, 13, -4, -35, 6
> CCNC(=O)O/N=C(\C)c1sc(-c2ccc(Cl)cc2)nc1C
    -1, -6, 0.9, -1, -19, 16, -69, 12
> Cc1ccc(-c2[nH]ncc2C(=O)c2ccc(Br)cc2)c(O)c1
    -6, -7, 2.3, nt, 13, 2, 9, 2
> COC(=O)c1ccccc1NC(NC(=O)c1ccco1)C(=O)c1ccc(C)cc1 (centres undefined)
    -1, -5, 3.1, -3, 4, -7, 6, 5
> COc1ccc(CNC(=O)Cn2cncn2)cc1OC
    1, -5, -1.5, 0, 16, -14, -1, 1
> CC(=O)c1ccc(N2CCCCCC2)c(F)c1
    -4, -6, -4.8, -1, -3, -4, -10, -9

# Individual results from the list.
# For GRIN3A LBD mod, CCNC(=O)O/N=C(\C)c1sc(-c2ccc(Cl)cc2)nc1C has the entry -1
# For Gli-Sufu antag, COCCCNc1oc(/C=C/c2ccccc2)nc1C#N has the entry -35

# Remaining list, next part.
# Each structure is followed by: APOBEC3A inh, APOBEC3G inh, MPTP inh, GRIN3A LBD mod, CCR6 antag, CXCR6 inh, Gli-Sufu antag, EBI2 block
> CC(Oc1ccccc1)C(=O)Nc1ccc(NC(=O)c2ccccc2)cc1 (centres undefined)
    -4, -5, 2.0, -28, 14, 1, 1, 13
> C=CCN(CC=C)C(=O)c1ccc(OC2CCN(C(C)=O)CC2)c(OC)c1
    1, -2, 1.7, 1, 10, 0, -22, 6
> NNC(=O)c1ccc(-c2ccccc2F)cc1
    0, -11, -1.5, -1, -24, -18, -3, 9
> CCCCCOc1ccc(C(=O)OCC(=O)Nc2cc(C)on2)cc1
    -4, -10, -1.4, 3, -1, 4, -15, 0
> O=C(Nc1ccccc1)c1ccc2c(c1)OCCCO2
    0, -13, 0.1, 1, 6, 1, -112, 6
> COc1ccccc1CCc1nnc(CCC(=O)NC(C)Cn2nc(C)cc2C)o1 (centres undefined)
    -2, -7, -0.8, -1, 11, -8, 1, 3
> CCCC(C(=O)NCC1CCCO1)N(Cc1ccccc1)C(=O)CNS(=O)(=O)c1ccccc1 (centres undefined)
    0, -12, -0.6, -6, -4, -6, 1, -12
> CCOC(=O)c1cnc(-n2nc(C)cc2C)nc1-n1nc(C)cc1C
    -1, -4, -0.8, -2, -10, 3, 0, -4
> Cc1ccc(CN2C3=NCCCN3c3ccccc32)cc1
    -7, -6, -2.4, 2, 4, 4, 16, 3
> CCOC(=O)N1CCN(C(=O)c2cnc(Nc3ccccc3OC)c3ccccc23)CC1
    1, -3, 2.6, -1, 3, 2, 9, -17
> O=C(CS(=O)(=O)c1ccccc1)N1CCc2ccccc21
    -4, -8, -0.4, 2, -9, 0, -75, -3
> CCCCN(CCCC)S(=O)(=O)c1ccc(N2CCCC2=O)c([N+](=O)[O-])c1
    -4, -6, 2.0, 9, 24, -5, 0, 0
> CCN(CC)C(=O)CSc1nc2ccccc2o1
    -2, -8, -0.3, 2, -6, 4, -131, 8
> COc1cccc(N2CCN(C(=O)c3ccc(N4C(=O)NC5CC4(C)Oc4ccccc45)cc3)CC2)c1 (centres undefined)
    -2, -3, -1.1, 1, -2, -30, 15, -7
> CC(C)C(=O)NC(NCC1CCCO1)C(Cl)(Cl)Cl (centres undefined)
    0, -3, -11, -1, -11, 10, -1, -10
> COc1ccccc1C(=O)NC(=O)COC(=O)c1ccc(C)o1
    7, -3, -1.4, 2, 1, -5, -8, 2
> CCCCCCSc1ccc([C@@H]2[C@H]3C(=O)N(C)C(=O)[C@H]3[C@]3(C(=O)OC)CCCCN23)cc1
    -2, -10, 0.9, -3, 9, 8, 2, 10
> O=C(CSc1nnc(-c2ccccc2F)o1)NC1CCCCC1
    0, -3, -0.3, -3, 12, -1, -3, -6
